Assay outcomes: PubChem, several laboratories
COUP-TFII inh: blocks human COUP-TFII nuclear receptor; P24468; HEK293T NGFI-A luciferase reporter, luminescence; inhibition, % at 8.6 µM; 370,000 tested, 0.7% active;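 active means inhibition above a per-plate cutoff, mean inhibition of test wells between control levels plus 3 SD, cut at about 38% in these data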;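 further: cells cotransfected with COUP-TFII expression vector driving the NGFI-A reporter; 0% = median of COUP-TF2 test wells and 100% = reporter-only cells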
Target sequence (P24468 whole entry, looked up): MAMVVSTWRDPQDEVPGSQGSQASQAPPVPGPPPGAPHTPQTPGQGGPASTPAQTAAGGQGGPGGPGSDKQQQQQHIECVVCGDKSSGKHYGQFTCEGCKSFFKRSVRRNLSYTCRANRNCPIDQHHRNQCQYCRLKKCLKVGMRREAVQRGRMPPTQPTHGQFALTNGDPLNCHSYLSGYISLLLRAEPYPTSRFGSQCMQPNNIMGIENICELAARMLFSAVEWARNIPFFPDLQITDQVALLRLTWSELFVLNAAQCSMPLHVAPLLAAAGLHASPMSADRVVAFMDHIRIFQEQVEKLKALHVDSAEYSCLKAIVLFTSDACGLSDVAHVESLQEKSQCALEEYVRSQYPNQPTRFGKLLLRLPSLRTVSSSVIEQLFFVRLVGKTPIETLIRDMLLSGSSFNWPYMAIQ
TLR9-MyD88 inh: TLR9-MyD88 interaction inhibition; Q9NR96+Q99836; CHO BLA complementation TLR9-MyD88, CCF4 FRET ratio; inhibition, % at 4.98 µM; 340,000 tested, 0.21% active;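 active means inhibition above the mean over all tested compounds plus 3 SD, cut at about 21% in these data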;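 further: 0% = DMSO only wells and 100% = clavulanate BLA inhibitor control wells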
NOD2-RIPK2 inh: NOD2-RIPK2 protein interaction inhibition; O43353; CHO BLA complementation NOD2-RIPK2, CCF4 ratio; inhibition, % at 4.98 µM; 360,000 tested, 0.38% active; AID 624267; in the data active means inhibition above about 21%;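 further: 0% = vehicle only and 100% = reference blocker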
Exocytosis inh: lytic granule exocytosis inhibition | AID 651702 | 360,000 tested, 0.66% active | inhibition, % at 10 µM | TALL-104 LAMP-1 surface exposure, flow cytometry; cells stimulated with thapsigargin and PMA;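 active means inhibition above about 55%, limit read from the data; inconclusive means no clear call, values can overlap the other calls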
ABHD5 PLIN5 PPI: inhibitors of human ABHD5-perilipin-5 interaction; Q00G26+Q8WTS1; Split G. princeps luciferase complementation, luminescence, 4 h; inhibition, % at 4 µM; 360,000 tested, 0.78% active; AID 602281;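 active means inhibition above the mean inhibition across every tested compound plus 3 SD, cut at about 22% in these data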;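 further: 0% = DMSO only wells and the 100% control is not disclosed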
SRC1 inh: inhibits human SRC1 coactivator. Q15788. HEK293 GAL4-SRC1 luciferase reporter, luminescence. inhibition, % at 3.6 µM. 360,000 tested, 0.12% active;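 active means inhibition above the campaign mean plus 3 SD, with each screening campaign given its own cutoff, cut at about 60% in these data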;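 further: 0% = DMSO treated cells and 100% = gossypol at 36 µM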
TROY signal inh: TROY signaling inhibition | 360,000 tested, 0.98% active | AID 1347056 | Q293 LMP1-TROYcd NF-kB luciferase reporter, 4 h | inhibition, % at 10 µM;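 active means compounds whose plate-normalised and pattern-corrected inhibition of the luciferase reporter signal at the single screening dose is 50% or more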
NCOA3 inh: human NCOA3 inhibition; HEK293 GAL4-SRC3 luciferase reporter, luminescence; inhibition, % at 3.6 µM; 360,000 tested, 0.17% active; AID 588352;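 active means inhibition above a per-campaign cutoff, the mean of all compounds plus 3 SD, cut at about 60% in these data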;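 further: 0% = DMSO-treated cells and 100% = gossypol-treated cells at 36 µM; higher means less SRC3-driven luciferase light from the GAL4 reporter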
LRH-1 inv ag: NR5A2 inverse agonism in reporter assay; O00482; 360,000 tested, 0.13% active; inhibition, % at 3.6 µM; HEK293T StAR-luciferase reporter, LRH-1 transfected, 24 h;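 active means inhibition above the mean inhibition of all tested compounds plus 3 SD, cut at about 73% in these data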;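 further: 0% = DMSO wells and 100% = reporter-only cells lacking LRH-1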
Target sequence (O00482 whole entry, looked up): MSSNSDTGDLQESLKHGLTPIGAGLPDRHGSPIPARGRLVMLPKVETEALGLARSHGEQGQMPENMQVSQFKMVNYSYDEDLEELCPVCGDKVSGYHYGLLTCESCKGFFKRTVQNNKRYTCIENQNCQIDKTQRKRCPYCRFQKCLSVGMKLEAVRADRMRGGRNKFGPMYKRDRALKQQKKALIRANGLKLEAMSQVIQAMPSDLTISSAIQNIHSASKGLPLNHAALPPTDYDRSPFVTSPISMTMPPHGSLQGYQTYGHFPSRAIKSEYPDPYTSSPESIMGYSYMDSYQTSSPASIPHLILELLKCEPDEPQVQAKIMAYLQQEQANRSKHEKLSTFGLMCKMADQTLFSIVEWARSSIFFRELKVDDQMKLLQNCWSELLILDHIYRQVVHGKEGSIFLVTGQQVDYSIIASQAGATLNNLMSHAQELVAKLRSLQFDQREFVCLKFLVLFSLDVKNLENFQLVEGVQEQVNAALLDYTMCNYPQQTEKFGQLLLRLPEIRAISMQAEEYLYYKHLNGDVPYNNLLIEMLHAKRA
SRC2 inh: human SRC2 (NCOA2) inhibition | 370,000 tested, 0.17% active | HEK293 GAL4-SRC2 luciferase reporter, luminescence | AID 651957 | inhibition, % at 9 µM | Q15596;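 active means inhibition above the mean inhibition of all tested compounds plus 3 SD, set per campaign, cut at about 52% in these data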;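 further: 0% = DMSO treated cells and 100% = cells given Gossypol at 36 µM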
TWEAK Fn14 block: inhibitors of TWEAK-Fn14 interaction signaling; inhibition, % at 10 µM; TWEAK-stimulated Fn14 reporter cells, luciferase luminescence, 8 h; 360,000 tested, 2% active; AID 1159606; in the data active means inhibition above about 50%
Active calls of the source: *; ? = inconclusive; · = no result given.

Start of the data: the first three compounds, ahead of the listing:
SMILES	COUP-TFII inh	TLR9-MyD88 inh	NOD2-RIPK2 inh	Exocytosis inh	ABHD5 PLIN5 PPI	SRC1 inh	TROY signal inh	NCOA3 inh	LRH-1 inv ag	SRC2 inh	TWEAK Fn14 block
CC(=O)Nc1ccc2c(c1)N(C(C)=O)c1ccccc1CC2	22	2	-4	4	-4	-40	-7	1	17	-11	-3
CCN(CC)C(=O)c1ccc(COc2ccccc2Cl)o1	9	3	3	-5	0	0	-18	-25	-21	-65	-21
Cc1c(CN2CCC(n3nccc3NC(=O)CCc3ccccc3)CC2)cnn1C	-1	-5	1	9	3	6	-19	24	22	2	-26

The list itself, from the start:
SMILES	COUP-TFII inh	TLR9-MyD88 inh	NOD2-RIPK2 inh	Exocytosis inh	ABHD5 PLIN5 PPI	SRC1 inh	TROY signal inh	NCOA3 inh	LRH-1 inv ag	SRC2 inh	TWEAK Fn14 block
CC(=O)Nc1ccc2c(c1)N(C(C)=O)c1ccccc1CC2	22	2	-4	4	-4	-40	-7	1	17	-11	-3
CCN(CC)C(=O)c1ccc(COc2ccccc2Cl)o1	9	3	3	-5	0	0	-18	-25	-21	-65	-21
Cc1c(CN2CCC(n3nccc3NC(=O)CCc3ccccc3)CC2)cnn1C	-1	-5	1	9	3	6	-19	24	22	2	-26
CS(=O)(=O)c1cccc(C(=O)NCc2ccc(F)cc2)c1	5	-8	0	-1	1	0	·	0	-5	-22	7
CCOC(=O)C1=C(C)NC(=O)C1CC(=O)O (stereo not given)	0	7	1	0	1	-29	9	15	3	-8	-7
CCOc1ccccc1NC(=O)CCNC(=O)N1CC(=O)Nc2ccccc21	1	-5	-9	-1	8	-3	5	-3	10	-11	-4
COc1ccccc1CNC(=O)COC(=O)c1cc2ccccc2o1	-2	-5	-11	0	1	-1	-7	16	-14	-17	4
COc1ccc(C(C#N)CCC2OCCO2)cc1OC (stereo not given)	15	0	-5	2	1	-9	1	6	-10	-24	-7
Cc1cccc(OCC(=O)Nc2nnc(S(=O)(=O)N3CCC(C)CC3)s2)c1	1	0	-5	-2	2	17	6	9	14	-14	-6
CCCCn1c(SCC(=O)NCc2ccco2)nc2cc(S(N)(=O)=O)ccc21	-14	-6	9	0	12	-18	17	-4	8	-35	20
CCC(=O)N1CCN(c2ccccc2NC(=O)COc2cc(C)ccc2C(C)C)CC1	-9	-15	3	1	1	21	9	16	9	-17	-7
Cc1ccsc1C(=O)N/N=C/C=C/c1ccccc1[N+](=O)[O-]	-45	6	5	-2	-1	-72	-35	-54	-92	-70	-11
O=S(=O)(Cc1nnnn1-c1ccccc1)c1ccc(F)cc1	-7	-6	3	0	3	-5	-24	9	4	-27	-3
CNC(=S)N/N=C/c1ccc(N(C)C)cc1	-49	-6	3	-3	1	-108	-45	-48	-114	-27	6
Cc1cc(C)c(S(=O)(=O)NCc2cccs2)cc1C	-2	-1	-5	-6	0	4	-14	-14	2	26	-3
COc1ccc2c(c1)cc1c(=O)n(CC(=O)NCCCOC(C)C)nc(C)n12	2	-1	-9	-9	-5	-13	-21	-11	-20	-4	-8
Cc1ccc2c(c1)NC(=O)C(N1CCOCC1)(C(F)(F)F)O2 (stereo not given)	-4	3	-12	-2	-2	-10	2	-5	21	2	1
CN(C(=O)CSc1n[nH]c(N)n1)C1CCCCC1	-12	2	-6	3	2	0	13	-6	-11	-4	1
CC(C)(C)c1ccc(-c2noc(CNC(=O)c3ccco3)n2)cc1	3	-2	-3	26	-5	3	-3	-16	-22	-3	6
COc1ccc(-c2ccc3oc(-c4ccc(OC)cc4)c(-c4ccc(OC)cc4)c3c2)cc1	-10	0	6	-2	1	-11	-9	-2	1	2	-2
Cc1cccc(CSc2nc(N)c(C#N)c(-c3cccs3)c2C#N)c1	-2	-1	3	13	-6	-17	32	-4	-1	3	31
CCn1c(COc2cccc(C)c2)nnc1SCC(=O)N1CCCC1	0	-1	-2	4	3	-8	0	8	-35	-2	8
COc1ccc(N(CC(=O)NC(C)(C)C)C(=O)CCC(=O)Nc2nccs2)c(OC)c1	-26	-7	7	-4	-5	2	-2	-3	0	-12	2
COc1ccc(-c2c3c(=O)n(C)c(=O)n(C)c3cn2-c2cc(OC)ccc2OC)cc1	-9	-4	-6	-1	-5	-13	3	-11	10	9	6
COc1ccc(S(=O)(=O)N2CCC(C(=O)NCCC(=O)NCc3cccnc3)CC2)cc1	14	3	2	-1	2	1	10	-10	20	5	2
CCc1cc(=O)oc2cc(C)cc(OC(C)C(=O)NCCN3CCOCC3)c12 (stereo not given)	-14	-1	-3	2	-5	22	-4	-19	2	-15	4
CC(CC(=O)N1CCN(S(=O)(=O)c2ccc(Cl)cc2)CC1)n1cncn1 (stereo not given)	-23	-1	-3	-11	4	-10	-3	9	-3	-22	2
CCOCCCN(C(=O)CNC(=O)c1ccco1)C(C(=O)NC1CCCC1)c1cccc(OC)c1 (stereo not given)	9	5	-4	-5	-5	-1	-39	-4	-6	-5	10
Cc1cc(-c2c(C)[nH]n(-c3ccccc3)c2=O)n(-c2ccccc2)n1	6	-4	-5	-1	7	3	6	6	8	1	-11
O=Cc1c(N2CCC3(CC2)OCCO3)nc2ccccn2c1=O	6	7	1	-5	-1	-11	31	11	14	5	-3
O=C(NCCCNC(=O)c1ccco1)c1ccc(Cl)cc1	-3	-2	1	-2	4	10	61*	-15	-25	9	70*
COc1cc(/C=N/Nc2snc(SC)c2C#N)cc(OC)c1OC	27	-7	-11	46	0	-1	·	20	10	-4	92*
COc1ccc(C(=O)N2c3ccc(F)cc3CCC2C)cc1OC (stereo not given)	6	3	-9	2	2	12	-3	29	-2	1	-6
CC(=O)c1c(C)[nH]c(C(=O)OC(C)C(=O)Nc2ccc(C)c(S(=O)(=O)N3CCOCC3)c2)c1C (stereo not given)	-18	-5	-2	-4	4	11	1	2	19	11	-3
C=CCn1c(CNC(=O)c2cccs2)nnc1SCC(=O)c1ccc(Br)cc1	-3	-6	-1	-1	3	-9	1	22	6	5	-15
CCC(C)NS(=O)(=O)c1ccc(OCC(=O)NCC2CCCO2)cc1 (stereo not given)	12	6	1	-1	5	-22	3	-19	-1	-14	-14
Cc1sc(NC(=O)CCS(=O)(=O)c2ccccc2)c(C#N)c1C	10	-4	10	1	-2	-6	-15	-20	8	5	4
COC(=O)/C=C1/SC(=NC(=O)c2ccc(Cl)cc2)NC1=O	-15	-1	2	8	-2	-1	-1	-2	6	2	19
COc1cc(C(C(=O)NC(C)(C)C)N(C(=O)CNC(=O)c2cccs2)c2ccccc2)cc(OC)c1OC (stereo not given)	-13	-13	-1	1	3	6	3	16	-6	-20	5
COc1ccc(C(C(=O)NC2CCCC2)N(C(=O)c2snc(-c3ccc(F)cc3)c2N)c2ccccc2)cc1 (stereo not given)	-1	4	-17	1	3	17	-15	-5	-18	-12	-80
Cc1ccc(S(=O)(=O)N(C)c2ccc(OCC(=O)OCc3c(C)noc3C)cc2)cc1	10	-3	-1	2	-3	1	-9	36	-2	-6	-2
CCOC(=O)[C@]12CCCC=C1N(Cc1ccccc1)C(=O)[C@H](CC(=O)NCc1cccc3ccccc13)C2	-11	·	-5	-9	-1	·	·	·	-12	-15	·
CCOC(=O)c1ccc(N2C(=O)CC(N3CCC(Nc4ccc(F)cc4)CC3)C2=O)cc1 (stereo not given)	-24	6	-2	4	1	6	10	7	-15	5	-9
O=C(CNC(=O)[C@@H]1Cc2ccccc2CN1)NC1CCCCC1	8	-5	-3	8	-3	4	-11	16	-3	-27	-13
CCCCn1c(N)c(N(CC(C)C)C(=O)c2ccncc2)c(=O)[nH]c1=O	-3	-11	-14	4	0	2	-7	-6	-1	10	-13
CCCn1c(=O)c2ccccc2n2c(=S)[nH]nc12	4	-6	-7	-7	-1	-8	2	2	6	-22	4
COc1cc(-c2nnc(SCC(=O)N(C)C3CCS(=O)(=O)C3)o2)cc(OC)c1OC (stereo not given)	-7	-3	-8	-4	-2	15	10	5	12	-5	-2
O=C(Nc1ccccc1C(=O)Nc1nccs1)c1ccccc1	17	·	-7	-10	4	-10	6	1	44	-14	4
NC(=O)CSc1nc2ccc([N+](=O)[O-])cc2[nH]1	13	2	-3	-1	1	-21	-13	6	2	10	-6
CCc1oc(-c2ccc(OC)cc2)c(C(=O)OCCCCCO)c1C(C)OCCO (stereo not given)	-5	·	-4	4	-5	·	1	·	5	-9	-8
Cn1cc([N+](=O)[O-])c(C(=O)NNC(=O)c2ccc([N+](=O)[O-])cc2Cl)n1	-2	11	3	-2	-8	0	6	-12	3	0	-2
COc1ccccc1OCC(=O)N1CC2(C)CC1CC(C)(C)C2 (stereo not given)	1	-1	3	3	1	0	-23	-15	2	14	-5
c1ccc(CC2CCN(Cc3nc(-c4ccccc4)no3)CC2)cc1	2	-6	1	-1	-11	0	-48	-6	5	6	7
COc1ccc(OC)c(NC(=O)c2cc(-c3ccc(F)cc3OC(C)C)n[nH]2)c1	10	·	1	-3	-1	5	28	-7	-12	20	33
CCOc1ccc(CCNC(=O)Cn2nc(C)c3c(C)n(-c4ccccc4)nc3c2=O)cc1OCC	-10	7	3	-2	-4	-23	14	3	22	-3	-10
CC(C)c1cc(C(=O)Nc2cc(Br)ccc2O)no1	-44	2	-5	-1	-4	-81	-21	-69	-112	-44	-19
COCCN(Cc1cc2cc(C)ccc2[nH]c1=O)S(=O)(=O)c1ccc(Cl)cc1	5	-14	4	4	-7	9	2	13	-20	-7	-6
O=C1N[C@@H](Cc2cn(S(=O)(=O)c3ccccc3)c3ccccc23)C(=O)N[C@H]1Cc1ccccc1	-12	-7	0	-16	-7	-6	1	-26	4	18	4
COc1cc(C(C#N)N2CCOCC2)ccc1O (stereo not given)	-1	-1	-5	-4	-3	12	-3	9	-5	-21	4
CCOC(=O)C1=C(COC(=O)CCOc2ccccc2)NC(=O)NC1C (stereo not given)	-2	-12	6	-2	-4	-17	0	4	-18	0	-7
(next part)
SMILES	COUP-TFII inh	TLR9-MyD88 inh	NOD2-RIPK2 inh	Exocytosis inh	ABHD5 PLIN5 PPI	SRC1 inh	TROY signal inh	NCOA3 inh	LRH-1 inv ag	SRC2 inh	TWEAK Fn14 block
Cc1ccccc1C(=O)Nc1ccccc1N1CCN(C(=O)c2ccccc2)CC1	6	4	-10	-1	-4	-10	-10	7	5	-16	-2
Cc1onc(-c2ccccc2)c1C(=O)Nc1ccc2c(C)cc(=O)oc2c1	26	1	-10	0	-4	-1	-3	23	-4	-28	-4
O=C(COc1ccc(Cl)cc1Cl)Nc1nc2n(n1)C(c1ccccc1)CC(=O)N2 (stereo not given)	-14	7	5	0	-11	-17	9	-2	5	-1	-50
CN(CC(O)CN)CC(O)CN1CCCCC1 (stereo not given)	-1	2	6	6	2	-4	-2	18	7	-65	9
CC1CCc2c(sc3ncn(N)c(=N)c23)C1 (stereo not given)	8	-7	-9	?	3	6	-1	11	-1	8	0
O=S(=O)(Nc1cccc(-c2cn3cccnc3n2)c1)c1ccc(-c2ccccc2)cc1	-2	7	-8	-11	15	-16	44	-8	5	4	0
C=C(C)c1cc2c(ccc3ccc(=O)oc32)o1	4	6	-14	-6	-10	-7	-16	8	-25	-49	-31

Only part of the results is shown. The share of hits here may be higher or lower than overall.
